Compound activity deposited in PubChem BioAssay by several laboratories.
proCasp3 act: procaspase-3 (human) activation; recombinant procaspase-3 D3A, Ac-DEVD-pNA absorbance 405 nm; activation, % at 8.5 µM; 330,000 compounds, 0.11% hits; AID 463141;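 active = activation above the mean of all tested compounds plus 3 SD, cut at about 21% in these data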;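 also: 0% = DMSO alone and 100% = DMSO wells spiked with extra 5 µM PC-3 D3A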
Target sequence (P42574 whole entry D9A/D28A/D175A): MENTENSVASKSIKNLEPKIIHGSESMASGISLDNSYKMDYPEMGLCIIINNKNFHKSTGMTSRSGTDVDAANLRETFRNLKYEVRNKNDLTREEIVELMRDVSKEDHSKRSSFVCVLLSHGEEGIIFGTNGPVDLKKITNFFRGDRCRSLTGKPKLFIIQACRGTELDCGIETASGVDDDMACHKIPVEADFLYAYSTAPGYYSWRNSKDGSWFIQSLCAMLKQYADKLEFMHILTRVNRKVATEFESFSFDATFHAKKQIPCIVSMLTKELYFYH
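System: Procaspase-3 D3A mutant. Medium: Zinc-free 300 mM NaCl, 50 mM HEPES, 0.01% Triton X-100. Schedule: 1 h preincubation plus 2 h reaction at 25 °C. Measured by: 405 nm absorbance of p-nitroaniline, reads at 0 and 120 min. Read-out: percent activation relative to control range.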
proCasp7 act: activates human procaspase-7, counter-screen for procaspase-3 activators | P55210 | recombinant procaspase-7, Ac-DEVD-pNA absorbance 405 nm; D23A/D198A/D206A triple mutant, cannot self-cleave; scale: DMSO 0, 5 µM enzyme 100 | activation, % at 8.5 µM | 330,000 compounds, 0.093% hits | AID 463210;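 active = percent activation above the screen-wide mean plus 3 SD, cut at about 25% in these data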
Target sequence (P55210 whole entry D23A/D198A/D206A): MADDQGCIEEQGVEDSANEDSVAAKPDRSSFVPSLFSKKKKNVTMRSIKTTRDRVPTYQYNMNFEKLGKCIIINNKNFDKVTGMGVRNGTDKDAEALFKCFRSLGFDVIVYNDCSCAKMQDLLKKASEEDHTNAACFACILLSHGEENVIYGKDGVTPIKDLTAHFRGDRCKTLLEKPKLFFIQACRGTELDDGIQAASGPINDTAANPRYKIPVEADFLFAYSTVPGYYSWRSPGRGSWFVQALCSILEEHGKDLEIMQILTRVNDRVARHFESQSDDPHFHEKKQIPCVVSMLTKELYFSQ
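Test system: Procaspase-7 triple mutant (PC-7 D3A). Also added: Ac-DEVD-pNA substrate, 400 µM as added. Schedule: 1 h enzyme–compound preincubation and 2 h substrate reaction, both 25 °C. Signal: p-Nitroaniline absorbance at 405 nm, read at 0 and 120 min. Control set: low DMSO alone, high DMSO plus 5 µM PC-7.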
LAP4-GFP MLPCN: alters LAP4-GFP fluorescence in TOR pathway yeast screen. GFP response vs DMSO, % at 10 µM. 320,000 compounds, 0.34% hits. S. cerevisiae LAP4-GFP multiplex, flow cytometry GFP, 3 h; median GFP as percent of DMSO wells;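 active = GFP response vs DMSO above a set limit, about the screen mean plus 3 SD, cut at about 150% in these data; inconclusive = under 70 cell events counted for the yeast strain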
MEP2-GFP yeast: alters MEP2-GFP fluorescence in TOR pathway yeast screen; GFP response vs DMSO, % at 10 µM; S. cerevisiae MEP2-GFP strain, flow cytometry GFP, 3 h; 100% = DMSO control level; 330,000 compounds, 0.51% hits;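 active = GFP response versus DMSO above a set limit, roughly screen mean plus 3 SD, cut at about 180% in these data; inconclusive = fewer than 70 cells counted for a yeast strain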;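 also: median GFP fluorescence of the barcode-gated MEP2-GFP cells per well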
CIT2-GFP yeast: yeast TOR pathway CIT2-GFP modulation; AID 2029; GFP response vs DMSO, % at 10 µM; 320,000 compounds, 0.065% hits; S. cerevisiae CIT2-GFP strain, flow cytometry, 3 h; 100 means same as DMSO wells;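 active = GFP response relative to DMSO above a set limit, near the screen mean plus 3 SD, cut at about 150% in these data; inconclusive = Fewer than 70 cells measured for a yeast strain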;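 also: ratio of well median GFP fluorescence to mean of DMSO wells on the plate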
AHR activator: activators of human aryl hydrocarbon receptor. activation, % at 5 µM. AHR-responsive luciferase reporter cells, luminescence. P35869. AID 2796. 320,000 compounds, 2.5% hits; in the data active = activation above about 47%;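 also: 0% = vehicle wells and 100% = reference agonist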
AGP1-GFP MLPCN: yeast TOR pathway AGP1-GFP modulation; AID 2066; S. cerevisiae AGP1-GFP multiplex flow cytometry, 3 h; GFP as percent of DMSO wells; GFP response vs DMSO, % at 10 µM; 320,000 compounds, 0.02% hits;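 active = GFP response relative to DMSO above a set limit, near screen average plus 3 SD, cut at about 150% in these data; inconclusive = fewer than 70 cells counted for the yeast strain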;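 also: median GFP channel fluorescence of the gated AGP1 strain per well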
RPL19A-GFP yeast: modulators of TOR pathway RPL19A-GFP in S. cerevisiae; 330,000 compounds, 0.3% hits; S. cerevisiae RPL19A-GFP strain, flow cytometry, 3 h; active compounds read low; percent response vs DMSO, % at 10 µM;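 active = percent response vs DMSO below 50%; inconclusive = fewer than 70 events counted for the yeast strain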;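 also: median channel GFP fluorescence of the barcoded RPL19A-GFP strain; ratio of sample median GFP to plate DMSO average so 100% = DMSO; lower means less RPL19A-GFP as with rapamycin TOR inhibition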
Starred values were filed as active, the others as inactive; ? = inconclusive; [ ] = remark or other dose. The order is random; any-hit rate near 3.5%.

SMILES,AHR activator,proCasp7 act,proCasp3 act,LAP4-GFP MLPCN,CIT2-GFP yeast,AGP1-GFP MLPCN,MEP2-GFP yeast,RPL19A-GFP yeast
CC1CCN(C(=O)C2CCCN(S(=O)(=O)c3cccc4nsnc34)C2)CC1 (stereo unspecified),5,-2,3,100,100,101,108,102
Cc1ccc(-c2onc3ccc(Br)cc23)cc1,22,-7,-1,98,105,97,113,107
Cc1cc(C(=O)NNc2ccc(F)cc2)no1,6,1,-1,104,108,109,101,105
CCn1nc(C(=O)NCC(c2cccs2)N2CCOCC2)c2ccccc2c1=O (stereo unspecified),34,-6,0,97,111,98,110,106
CCCCC(CCC(=O)O)(C(=O)OCC)c1csc(N)n1 (stereo unspecified),-3,-1,-1,95,103,98,95,93
CC(C)C[C@H](NC(=O)OC(C)(C)C)C(=O)N1CCC(C(=O)O)CC1,1,8,0,84[may fluoresce violet],?,?,371*[may fluoresce violet],42*[may fluoresce violet]
Cc1ccccc1C(=O)Nc1ccnn1C1CCN(C(=O)c2cnsn2)CC1,2,-1,14,89,91,97,97,96
CC(Oc1cccc(Cl)c1)C(=O)Nc1cc(Cl)ccc1N1CCOCC1 (stereo unspecified),17,-3,7,109,95,103,103,102
COc1ccc(CC(=O)OCc2cc(=O)n3cc(Br)ccc3n2)cc1OC,-6,2,6,97,97,96,98,102
Cc1ccc(O)c(-c2cc(C(=O)Nc3ccc(S(=O)(=O)Nc4nc(C)cc(C)n4)cc3)[nH]n2)c1,10,1,4,105,113,112,110,107
CC(NC(=O)C1CCC(=O)N1Cc1ccc(F)cc1)c1ccc2c(c1)OCCO2 (stereo unspecified),-2,-1,10,98,109,106,102,103
COc1ccc(N2CCN(C(=O)c3ccc4ccccc4n3)CC2)cc1,16,9,-1,102,104,99,108,108
CC1CC(C)CN(CCC(=O)Nc2cccc(Cl)c2)C1 (stereo unspecified),4,-10,3,103,100,98,98,96
COc1ccc(/C=C2\CCCC3C2=NN(C(=O)c2ccco2)C3c2ccc(OC)c(OC)c2)cc1OC (stereo unspecified),4,3,1,103,99,95,112,88
O=C(CC1NC2CCCCC2NC1=O)Nc1cccc(C(F)(F)F)c1 (stereo unspecified),7,3,5,103,103,99,101,100
CCC(C)NC(=O)CSc1nnc(-c2cc(-c3cccs3)nc3ccccc23)o1 (stereo unspecified),1,3,1,95,101,96,97,93
O=C(c1ccc2c(c1)OCCO2)N1CCCC(CNS(=O)(=O)c2cccs2)C1 (stereo unspecified),2,5,3,118,101,98,103,96
Cc1cc(C)c(-c2csc(NC(=O)COC(=O)c3ccc4c(c3)OCO4)n2)c(C)c1,0,8,-11,115,107,107,110,106
CC(C)c1cc(=O)n2[nH]c(SCc3ccccc3Cl)nc2n1,2,8,13,101,100,90,114,104
CC(=O)CSc1ncnc2c1cnn2-c1ccccc1,-3,-11,0,149,203*,103,183*,120
Cc1cc(C)cc(OCC(=O)OC(C)C(=O)Nc2c(C)n(C)n(-c3ccccc3)c2=O)c1 (stereo unspecified),3,10,-5,103,93,103,99,101
O=C(N/C(=C/c1cccc([N+](=O)[O-])c1)C(=O)N1CCCC1)c1ccccc1,6,-9,-5,99,107,106,100,102
CCCCn1c(N)c(N(CC(C)C)C(=O)c2ccc(N3C(=O)c4ccccc4C3=O)cc2)c(=O)[nH]c1=O,3,-7,-5,105,94,104,100,104
O=C(NCc1n[nH]c(=S)n1-c1cccc(Cl)c1)c1ccc(S(=O)(=O)N2CCCCC2)cc1,1,-20,-9,102,107,99,90,96
C/C=C/C=C/C(=O)N1CC2(CC(c3cccc(NC(=O)/C=C/C)c3)=NO2)C[C@@H]1C(N)=O (stereo partly specified),-2,10,-2,131,89,85,89,94
CCSC1=C(C#N)C(c2ccc(C)o2)CC(=O)N1 (stereo unspecified),-3,11,-3,111,112,115,104,100
Cc1cccc(OCC(O)CN2C(C)(C)CC(O)CC2(C)C)c1C (stereo unspecified),2,4,10,99,95,92,112,90
CCn1c(-c2cc(-c3cc(OC)ccc3OC)nc3ccccc23)n[nH]c1=S,21,3,-4,106,112,106,107,103
COc1ccccc1-n1c(SC(C)C(=O)NCC2CCCO2)nc2cc(Cl)ccc2c1=O (stereo unspecified),59*,5,-8,99,95,100,106,94
CC(C)NC(=O)c1c(CSc2ccc(Cl)cc2)noc1C(=O)NCc1ccccc1,-1,2,4,99,105,87,88,99
O=[N+]([O-])c1ccccc1S(=O)(=O)Nc1cccc(-c2ccc(N3CCCC3)nn2)c1,8,6,-6,96,97,105,95,94
Cc1cccc(NC(=S)NCc2ccncc2)c1C,1,0,0,105,110,106,112,105
O=C(NN1CCOCC1)c1ccc(S(=O)(=O)N2CCCCC2)cc1,0,-3,2,105,104,100,106,99
O=C(CCSc1nc2ccccc2o1)Nc1ccccc1,20,3,-4,111,86,89,107,101
CC(=O)Nc1ccc(S(=O)(=O)NCCNc2ccccc2[N+](=O)[O-])cc1,1,-2,4,105,101,104,102,99
C#CCSc1nnc(CNS(=O)(=O)c2ccc(Br)cc2)n1C,-4,10,-7,105,108,97,101,102
CC[n+]1c(C)n(C)c2cc(S(=O)(=O)N(C)C)ccc21,-4,-8,-1,94,94,93,96,95
N#Cc1ccccc1OCC(=O)NCCNC(=O)COc1ccccc1C#N,7,-4,5,101,96,99,95,95
Cc1cc(-c2cc(C(=O)NC3CCCC3)on2)nc(NCC2CC2)n1,2,11,7,125,98,82,93,97
Cc1nc(NCC2CCCO2)c2nnn(Cc3c(F)cccc3Cl)c2n1 (stereo unspecified),3,2,0,110,120,123,112,114

Single values from the entries so far:
CCSC1=C(C#N)C(c2ccc(C)o2)CC(=O)N1 (stereo unspecified) | AHR activator: -3
O=C(NCc1n[nH]c(=S)n1-c1cccc(Cl)c1)c1ccc(S(=O)(=O)N2CCCCC2)cc1 | AGP1-GFP MLPCN: 99

Remaining list, next part:
SMILES,AHR activator,proCasp7 act,proCasp3 act,LAP4-GFP MLPCN,CIT2-GFP yeast,AGP1-GFP MLPCN,MEP2-GFP yeast,RPL19A-GFP yeast
COc1ccc(N2CCN(C3CCCN(Cc4cccc(C)c4)C3)CC2)cc1 (stereo unspecified),0,7,16,91,98,97,103,101
Cc1cc(OC(=O)c2ccc(Cl)cc2Cl)c([N+](=O)[O-])c(=O)[nH]1,-1,1,89*,101,105,102,102,99
CC(Sc1nnc(Cc2ccc3c(c2)OCO3)o1)C(N)=O (stereo unspecified),0,6,-9,111,86,97,105,96
COc1ccccc1CNC(=O)CSc1nn2c(=O)c(C(C)(C)C)nnc2s1,4,2,-10,97,106,91,69,102
COCCNC(=O)Cn1cnc2c1c(=O)n(C)c(=O)n2C,-3,7,-3,101,110,111,101,105
CCOc1ccc(N2CC(C(=O)NCCN3C(=O)S/C(=C\c4cccnc4)C3=O)CC2=O)cc1 (stereo unspecified),0,-4,-6,96,92,97,95,90
S=C(c1ccc(N2CCCC2)c(Br)c1)N1CCCCC1,-11,1,-4,102,89,94,99,99
O=C(CN1CCOCC1)c1c[nH]c2ccccc12,7,7,14,100,104,104,100,99
CC(=O)Nc1cccc(NC(C)=C(C#N)C#N)c1,0,-4,-6,89,93,92,98,98
CCOc1ccc(CCNC(=O)COC(=O)c2ccc[nH]c2=O)cc1OCC,-1,-7,6,95,84,94,89,94
CCCCNC(=O)c1onc(CS(=O)(=O)c2ccccn2)c1C(=O)NCCCC,4,6,10,90,106,102,104,99
O=C(/C=C/c1ccco1)Nc1ccc(Cl)c(S(=O)(=O)N2CCOCC2)c1,11,4,8,106,109,112,108,107
COc1ccc(C2C(C#N)=C(N)Oc3cc(C)n(CCN4CCOCC4)c(=O)c32)cc1OC (stereo unspecified),-1,4,2,94,93,88,109,88
O=C(CC(C(=O)O)c1c[nH]c2ccccc12)c1ccccc1 (stereo unspecified),25,-29,-4,105,107,92,97,95
COC(=O)[C@H](CCSC)NC(=O)c1cccnc1SC,-1,7,7,112,107,110,103,99
Cc1ccc(C)c(S(=O)(=O)N2CCCCC2CCNC(=O)C(=O)NC2CC2)c1 (stereo unspecified),-1,6,3,98,108,103,111,92
CC(C)c1nc2oc3c(NCc4cccnc4)ncnc3c2c2c1CCC2,47,7,5,100,108,108,107,103
O=C1CCCC2=C1C(c1cccs1)Nc1ccc3ncccc3c12 (stereo unspecified),4,16,-6,97,92,96,101,94
CC1CCCC(NC(=O)C2CCC(CNc3c(N4CCCCC4)c(=O)c3=O)CC2)C1C (stereo unspecified),1,-6,5,108,92,102,93,100
COc1cc(OC)c(NC(=O)c2csc(C)c2)cc1Cl,43,-7,0,95,104,97,108,103
O=C(Nc1ccc2c(c1)CCC2)Nc1ccccc1Cl,1,-7,14,79,96,87,94,98
O=C(NCCc1ccccc1F)c1ccc2c(c1)OCCO2,-18,3,3,104,96,103,104,103
O=c1c2ccccc2nc(SCc2ccccc2Cl)n1Cc1ccccc1,-2,1,-4,109,105,109,109,102
C=CCSc1nc2sc3c(c2c(=O)[nH]1)CCC3,16,-5,5,112,110,101,107,101
O=C(NCc1ccco1)C1c2ccccc2Oc2ccccc21,2,-1,-1,108,100,102,128,101
O=C(CNc1cccc(S(=O)(=O)N2CCCCC2)c1)Nc1cccc(F)c1,10,-1,4,106,93,101,102,97
COc1cc2cccc(OC)c(=O)c2c(O)c1OC,7,6,-8,100,105,105,103,109
CCOC(=O)N1CCN(C(=O)c2ccc3nc(-c4ccccc4)c(-c4ccccc4)nc3c2)CC1,0,8,0,94,101,96,102,97
O=c1[nH]c(N2CCCCC2)nc2ncn(Cc3ccccc3)c12,7,-5,2,92,85,93,98,99
Cc1ccc(CCNC(=O)C2CCCN(S(=O)(=O)c3cccc4nsnc34)C2)cc1 (stereo unspecified),2,11,-4,98,96,103,100,99
Cc1ccc(NC(=S)N2CCC(c3ccc(C)cc3)C2)cc1 (stereo unspecified),3,-20,-4,113,88,97,90,95
O=C1CN(C(=O)c2ccc(Br)o2)C(c2ccccc2)c2cc(F)ccc2N1 (stereo unspecified),8,-6,8,110,98,102,98,98
CCCc1cc2c(cc1NC(=O)c1ccccc1F)OCO2,23,5,7,120,103,100,156,105
Clc1ccc(C(Cn2ccnc2)OCc2c(Cl)cccc2Cl)c(Cl)c1 (stereo unspecified),11,-5,-7,106,76,82,94,97
C=CCN1CCN(C(c2ccc(Cl)cc2)c2nnnn2CCc2ccc(OC)c(OC)c2)CC1 (stereo unspecified),4,3,9,96,103,102,103,102
